Screening data deposited in PubChem BioAssay by several laboratories.
NR5A2 inv ag: NR5A2 inverse agonism in reporter assay | inhibition, % at 3.6 µM | hit rate 0.13% among 360,000 | AID 602396 | HEK293T StAR-luciferase reporter, LRH-1 transfected, 24 h | O00482;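 active = inhibition above the mean inhibition of all tested compounds plus 3 SD, cut at about 73% in these data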;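 note: 0% = DMSO wells and 100% = reporter-only cells lacking LRH-1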
NCOA3 inh: inhibits human SRC3 coactivator; Q9Y6Q9; HEK293 GAL4-SRC3 luciferase reporter, luminescence; inhibition, % at 3.6 µM; hit rate 0.17% among 360,000; AID 588352;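 active = inhibition above a per-campaign cutoff, the mean of all compounds plus 3 SD, cut at about 60% in these data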;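 note: 0% = DMSO-treated cells and 100% = gossypol-treated cells at 36 µM; higher means less SRC3-driven luciferase light from the GAL4 reporter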
MC4R antagonist: blocks human MC4R cAMP signaling | P32245 | MC4R-expressing cells, MTII-stimulated cAMP, LANCE TR-FRET | inhibition, % at 6.5 µM | hit rate 0.48% among 360,000 | AID 540295;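 active = inhibition above its plate's cutoff, the mean of tested wells on that plate plus 3 SD, cut at about 29% in these data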;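 note: 0% = Melanotan II alone and 100% = Melanotan II plus saturating MCL0020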
Target sequence (P32245 whole entry, looked up): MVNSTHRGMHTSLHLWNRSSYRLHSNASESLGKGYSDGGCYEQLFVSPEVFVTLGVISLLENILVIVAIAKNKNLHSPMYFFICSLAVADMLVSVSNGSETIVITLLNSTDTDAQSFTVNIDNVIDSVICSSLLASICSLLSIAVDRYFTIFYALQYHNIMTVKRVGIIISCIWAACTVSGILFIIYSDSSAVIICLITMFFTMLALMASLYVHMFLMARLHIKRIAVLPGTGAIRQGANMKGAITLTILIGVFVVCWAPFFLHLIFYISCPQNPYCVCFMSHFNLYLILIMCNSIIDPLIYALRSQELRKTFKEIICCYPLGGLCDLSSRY
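Material: human MC4R-expressing U2OS cells. Probe or stimulus: Melanotan II challenge. Dosing: 6.5 µM single dose. Times: 30-min compound, 1-h challenge, 1-h detection, room temperature. Technique: TR-FRET with Eu-cAMP and labeled anti-cAMP, 671 nm. Replication: singlicate.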
ABHD5-PLIN5 inh: ABHD5-PLIN5 protein interaction inhibition; Q00G26+Q8WTS1; Split G. princeps luciferase complementation, luminescence, 4 h; inhibition, % at 4 µM; hit rate 0.78% among 360,000;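 active = inhibition above the mean inhibition across every tested compound plus 3 SD, cut at about 22% in these data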;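 note: 0% = DMSO only wells and the 100% control is not disclosed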
NCOA1 inh: human NCOA1 inhibition. Q15788. hit rate 0.12% among 360,000. HEK293 GAL4-SRC1 luciferase reporter, luminescence. AID 588354. inhibition, % at 3.6 µM;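 active = inhibition above the campaign mean plus 3 SD, with each screening campaign given its own cutoff, cut at about 60% in these data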;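 note: 0% = DMSO treated cells and 100% = gossypol at 36 µM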
SRC2 inh: human SRC2 (NCOA2) inhibition | Q15596 | HEK293 GAL4-SRC2 luciferase reporter, luminescence | inhibition, % at 9 µM | hit rate 0.17% among 370,000 | AID 651957;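 active = inhibition above the mean inhibition of all tested compounds plus 3 SD, set per campaign, cut at about 52% in these data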;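 note: 0% = DMSO treated cells and 100% = cells given Gossypol at 36 µM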
TLR9-MyD88 block: inhibitors of human TLR9-MyD88 binding | inhibition, % at 4.98 µM | Q9NR96+Q99836 | CHO BLA complementation TLR9-MyD88, CCF4 FRET ratio | hit rate 0.21% among 340,000;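 active = inhibition above the mean over all tested compounds plus 3 SD, cut at about 21% in these data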;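 note: 0% = DMSO only wells and 100% = clavulanate BLA inhibitor control wells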
EBV LMP1 NFkB: Epstein-Barr LMP1 NF-kappaB reporter inhibition; inhibition, % at 12.5 µM; hit rate 0.69% among 350,000; LMP1-induced NF-kappaB luciferase reporter cells, luminescence; in the data active = inhibition above about 41%;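 note: 0% = neutral control wells and 100% = reference inhibitor control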
NOD2-RIPK2 inh: blocks binding of human NOD2 to RIPK2 | inhibition, % at 4.98 µM | hit rate 0.38% among 360,000 | CHO BLA complementation NOD2-RIPK2, CCF4 ratio | O43353; in the data active = inhibition above about 21%;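 note: 0% = vehicle only and 100% = reference blocker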
NR2F2 inh: inhibitors of human COUP-TFII (NR2F2); P24468; HEK293T NGFI-A luciferase reporter, luminescence; inhibition, % at 8.6 µM; hit rate 0.7% among 370,000;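 active = inhibition above a per-plate cutoff, mean inhibition of test wells between control levels plus 3 SD, cut at about 38% in these data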;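 note: cells cotransfected with COUP-TFII expression vector driving the NGFI-A reporter; 0% = median of COUP-TF2 test wells and 100% = reporter-only cells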
Target sequence (P24468 whole entry, looked up): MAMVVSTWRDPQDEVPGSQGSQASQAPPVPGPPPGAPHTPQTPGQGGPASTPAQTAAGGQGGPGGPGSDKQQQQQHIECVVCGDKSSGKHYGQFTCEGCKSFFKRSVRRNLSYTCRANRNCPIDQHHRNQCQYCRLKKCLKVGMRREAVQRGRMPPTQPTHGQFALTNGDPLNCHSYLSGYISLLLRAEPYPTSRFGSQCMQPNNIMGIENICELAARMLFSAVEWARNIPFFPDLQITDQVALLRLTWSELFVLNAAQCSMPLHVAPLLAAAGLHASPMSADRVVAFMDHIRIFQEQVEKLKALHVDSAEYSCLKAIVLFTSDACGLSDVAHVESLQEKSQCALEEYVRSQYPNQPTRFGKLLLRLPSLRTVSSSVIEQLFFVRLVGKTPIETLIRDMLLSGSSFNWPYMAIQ
MC4R barr agon: agonists of human melanocortin 4 receptor (MC4R) beta-arrestin | P32245 | U2OS MC4R beta-arrestin complementation, luminescence; percent of melanotan II response, DMSO zero | activation, % at 8.9 µM | hit rate 0.98% among 360,000 | AID 540308;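 active = activation above a per-plate cutoff, the mean activation of sample wells on that plate plus 3 SD, cut at about 8% in these data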
Numbers without * were called inactive; nt = no result given. Some of the compounds tested; count on the stated rates, not on these rows.

SMILES	NR5A2 inv ag	NCOA3 inh	MC4R antagonist	ABHD5-PLIN5 inh	NCOA1 inh	SRC2 inh	TLR9-MyD88 block	EBV LMP1 NFkB	NOD2-RIPK2 inh	NR2F2 inh	MC4R barr agon
COc1ccc(/C(O)=C2\C(=O)C(=O)N(CCN3CCOCC3)C2c2ccccc2OC)cc1 (stereo not given)	18	11	5	-10	-1	14	-4	-12	1	8	-1.0
CCCCNC(=O)CSc1nnc(Cc2ccccc2)n1CC1CCCO1 (stereo not given)	-6	-12	23	-3	-17	-8	-15	0	-6	-3	-0.8
COc1cc2c(C#CCCO)c(-c3ccc(C#N)cc3)oc(=O)c2cc1OC	-4	-19	2	3	-7	-16	7	-5	-1	-4	4.2
Cc1c(C(=O)Nc2ccc(S(=O)(=O)NCC3CCCO3)cc2)cccc1[N+](=O)[O-] (stereo not given)	5	18	4	6	3	4	7	-1	-9	-8	-0.7
CCCNC(=O)c1cc2ccccc2c(=O)o1	3	-3	-5	1	7	-35	2	-1	-10	-22	-2.4
Cc1ccccc1CNC(=O)CN1C(=O)c2ccccc2S1(=O)=O	4	8	29*	-1	-16	-3	1	-2	3	5	0.9
COc1ccc(NS(=O)(=O)c2cccc(C(=O)N/N=C/c3ccccn3)c2)cc1	-13	11	6	-3	-43	-17	-7	-4	-3	-5	-1.6
COc1cc(C(=O)OC(C)C(=O)Nc2ccc3c(c2)OCO3)ccc1OCc1c(C)noc1C (stereo not given)	1	-21	6	-5	2	14	5	-2	9	-12	-2.9
CCOc1ccc(N(CC(=O)NCc2ccc(Cl)cc2)S(=O)(=O)c2c(C)noc2C)cc1	-9	-7	8	1	-3	-21	-13	-1	-17	-4	0.0
Cc1nc(CNS(=O)(=O)c2cccnc2)cs1	6	7	1	1	-6	-4	6	9	-28	-12	0.4
COc1ccc(NC(=O)CCNC(=O)c2ccc([N+](=O)[O-])cc2)cc1S(=O)(=O)N1CCCCC1	7	0	-3	-5	-5	1	7	-10	-1	21	-2.1
CNC(=O)C1CCN(S(=O)(=O)c2c(C)noc2/C=C/c2ccc(OC)cc2)CC1	13	-18	3	1	-4	-25	-9	14	-9	-6	0.1
Cc1cc(C)c(NC(=O)OCCN2CCOCC2)c(C)c1	-1	14	0	2	-17	-38	-5	-2	7	4	-1.0
CCOc1ccc(C(=O)/C=C/c2ccccc2C(F)(F)F)cc1	-2	-19	-9	-2	-16	-8	-1	-7	-10	-30	4.7
COc1cc2cc(C(=O)N3CCN(c4ccccc4OC)CC3)[nH]c2cc1OC	13	-17	0	0	-5	-21	1	53*	4	17	-1.9
CC(NC(=O)CCCN1C(=O)c2ccccc2C1=O)c1ccc2c(c1)CCCC2 (stereo not given)	6	-9	0	-4	-13	-10	5	2	-8	17	-1.6
O=C(C[n+]1ccc2ccccc2c1)Nc1cc(C(F)(F)F)ccc1Cl	6	14	-3	5	0	-23	0	6	0	4	-1.5
CN(Cc1ccccc1)C(=O)c1[nH]cnc1C(=O)NCC(=O)OCc1ccccc1	7	0	6	4	10	-11	-6	6	-5	15	-1.0
CC(C)CNc1nc(N)c([N+](=O)[O-])c(NCC2CCCO2)n1 (stereo not given)	-4	3	-1	-5	-32	25	-3	-2	-5	-10	0.6
CCC(C)(C)NC(=O)C(c1ccc(C)o1)N(C(=O)c1csnn1)c1cccc(F)c1 (stereo not given)	-12	3	17	-1	7	-21	-9	0	3	14	0.9
NC(=O)c1ccc(NCCc2cccs2)cc1	-31	-17	nt	-5	-4	-36	nt	nt	-8	-32	nt
O=C(NN=Cc1ccccc1OC(F)F)c1ccc(NS(=O)(=O)c2cccs2)cc1	-37	5	6	-14	3	6	-2	1	-1	-16	-0.9
Cc1cc(C)nc(SCC(=O)OCN2C(=O)c3ccccc3C2=O)n1	0	7	16	6	1	-10	-3	85*	5	-14	1.9
C[C@@H]1CN([C@@H](C)CO)S(=O)(=O)c2ccc(C#Cc3cccc(F)c3)cc2O[C@H]1CN(C)S(=O)(=O)c1cn(C)cn1	-3	-20	4	-10	3	0	-6	6	-1	5	0.4
O=C(Oc1ccccc1C(=S)N1CCOCC1)c1ccc([N+](=O)[O-])cc1[N+](=O)[O-]	0	7	23	-3	10	16	-6	1	5	3	-2.4
CC(C)(C)NC(=O)c1ccc2c(c1)N(CC(=O)N1CCN(c3ccccc3F)CC1)C(=O)C(C)(C)O2	14	5	-4	1	-14	-15	-6	7	0	-1	-1.4
COc1ccc(CC(N)c2csc(Nc3cccc(OC)n3)n2)cc1 (stereo not given)	-14	9	-12	3	4	10	nt	nt	2	8	1.6
Cc1ccc(C(=O)NCC(=O)NCC(c2cccs2)N2CCOCC2)cc1C (stereo not given)	-8	7	4	-6	-9	-5	-1	1	7	-33	-1.1
O=C(NC(=S)N1CCCC1)c1ccc(Cl)cc1Cl	16	10	8	-1	-24	-21	-8	1	-8	7	-1.3
O=[N+]([O-])c1cnc2ccccc2c1	17	6	2	-1	-1	-14	-3	-3	-5	2	1.7

Overlap with the part before: 2 compounds; new compounds follow.
SMILES	NR5A2 inv ag	NCOA3 inh	MC4R antagonist	ABHD5-PLIN5 inh	NCOA1 inh	SRC2 inh	TLR9-MyD88 block	EBV LMP1 NFkB	NOD2-RIPK2 inh	NR2F2 inh	MC4R barr agon
O=C(NC(=S)N1CCCC1)c1ccc(Cl)cc1Cl	16	10	8	-1	-24	-21	-8	1	-8	7	-1.3
O=[N+]([O-])c1cnc2ccccc2c1	17	6	2	-1	-1	-14	-3	-3	-5	2	1.7
Cc1ccccc1Cn1nnc(C(=O)Nc2cccc(C)c2C)c1N	23	20	-3	-9	-5	5	-5	5	-4	-18	-1.6
Cc1ccc(N2CC(C(=O)O)CC2=O)cc1 (stereo not given)	14	-26	1	7	-1	-12	nt	-5	-5	4	0.1
O=C(Oc1ccc(OC(=O)N2CCOCC2)cc1)c1ccccc1	-28	-18	-7	2	-18	1	6	-8	-12	-6	-0.6
CSc1ccc(S(=O)(=O)NCC(=O)OCCOc2ccccc2)cc1[N+](=O)[O-]	12	-17	0	5	-13	-4	8	-9	-6	8	-0.8
Nc1c(OS(=O)(=O)c2ccccc2)cccc1OS(=O)(=O)c1ccccc1	-109	-94	-1	6	-166	-81	8	-47	3	-42	0.4
CC(C)C(=O)N1CCN(c2ccccc2NC(=O)COc2ccccc2)CC1	24	-7	2	2	-28	-1	-4	-2	-5	-13	1.1
Cc1ccc(S(=O)(=O)NCCC(=O)NCc2ccc3c(c2)OCO3)cc1C	-15	-15	21	0	5	-14	2	-6	1	-2	1.9
CN(Cc1c(F)cccc1Cl)C(=O)COC(=O)Cn1cnc2ccccc2c1=O	-21	-11	12	-5	4	-15	-6	4	11	2	1.8
COC(=O)[C@@]1(Cc2ccc(OC)cc2)[C@H]2c3cc(C(=O)N4CCCC4)n(Cc4ccc(Cl)c(C(F)(F)F)c4)c3C[C@H]2CN1C(=O)c1ccccc1	0	nt	nt	16	nt	-8	nt	nt	-11	13	nt
CC(C)CN1CCN(Cc2cccc3cccnc23)CC1CCO (stereo not given)	-3	-5	12	2	3	-25	-6	-5	0	6	-0.8
Cc1cc(S(=O)(=O)Nc2ccc(C(=O)NCC(C)(C)N3CCOCC3)cc2)ccc1F	11	-8	7	2	1	-9	6	-3	-5	-9	-2.1
CCN(CC(=O)NCc1ccc(F)cc1)CC(=O)Nc1ccc(Br)cc1F	2	0	1	4	15	11	-4	1	-19	-15	-1.7
CCOc1ccc(CN(C)C(=O)Cc2c[nH]c3ccccc23)cc1	6	5	3	-10	-5	5	-4	-1	-1	5	-2.6
CCOC(=O)C1CCN(Cc2cc(Cl)c3ccccc3c2O)CC1	42	-2	-3	66*	-5	nt	4	-4	28*	nt	0.0
CCOC(=O)C(C(=O)OCC)N(C#N)c1nc(N(C)C)nc(N(C)C)n1	-14	10	2	19	17	0	1	-3	1	12	-1.9
Cc1cc(N2CCC(C(N)=O)CC2)nc(-c2ccccc2)n1	13	21	4	-6	-12	28	9	0	-4	-5	-1.0
Cc1sc2ncnc(SCC(=O)Nc3nc(-c4ccc(F)c(F)c4)cs3)c2c1C	-4	3	0	4	4	11	-5	15	-1	14	-2.7
O=C(Nc1ncn[nH]1)c1cc([N+](=O)[O-])ccc1Cl	-4	4	8	1	-6	-3	1	-5	-7	-3	-2.2
C[C@@H]1CN([C@@H](C)CO)C(=O)CCCn2nncc2CO[C@H]1CN(C)C(=O)c1ccc2ccn(C)c2c1	11	-8	2	-3	-13	-20	7	0	-14	-10	-0.7
Cc1ccc2nc(NC(=O)c3cccs3)sc2c1	-123	-51	-2	-2	-88	-8	4	4	2	-5	1.9
CCOC(=O)c1oc2ccc(S(=O)(=O)N3CCC(C)CC3)cc2c1C	10	22	4	-1	10	nt	-13	-33	-2	nt	13*
COc1ccc(C[C@@H]2CN3C(=NC[C@@H]3C)N2CCNC(=O)c2ccc(C)c(Br)c2)cc1	-12	4	4	-1	-4	-15	-8	5	-5	-2	1.6
Cc1ccc(C(=O)OCC(=O)Nc2sc3c(c2C#N)CCC3)cc1	2	18	3	3	-3	-24	-5	-4	-2	6	-0.8
c1cc(-c2nnn(CCOCCn3nnc(-c4ccncc4)n3)n2)ccn1	10	-1	7	4	-18	-11	0	-6	2	26	-0.3
C/C(=N\Nc1nc2ccccc2[nH]1)c1ccc(N2CCOCC2)cc1	-31	-54	2	2	-48	-5	3	1	-3	-22	1.7
CCOC(=O)N1CCN(S(=O)(=O)c2ccc(F)c(C(=O)Nc3ccc(C)c(Cl)c3)c2)CC1	0	23	11	7	0	18	-29	5	-12	1	-3.0
CCOC(=O)c1ccc2nc(CCC(=O)N[C@H](C(=O)OC)C(C)C)c(=O)n(CC)c2c1	-7	6	21	2	9	-4	2	1	6	-1	-3.4
COC(=O)c1sccc1NC(=O)c1ccccc1[N+](=O)[O-]	15	-3	-7	0	-9	8	-3	0	-12	-9	-0.2
CC(C)C(=O)Nc1cccc(NC(=O)c2cccc([N+](=O)[O-])c2)c1	15	-13	1	-5	-27	9	2	6	0	-15	-1.9
CN=c1scc(-c2ccccc2F)n1/N=C/c1ccc(O)c(O)c1O	-52	-32	-12	-6	-81	-6	7	39	9	21	-2.7
CCCCN(C(=O)c1ccc([N+](=O)[O-])o1)c1c(N)n(CCCC)c(=O)[nH]c1=O	-2	-4	8	-6	3	2	-9	-6	-5	11	-2.0
O=C(CCCc1c[nH]c2ccccc12)NCc1ccc2c(c1)OCO2	19	-6	12	3	-35	-7	-11	4	5	-1	-0.9
COc1cc(-c2cc(C(=O)Nc3ccc(N4CCOCC4)cc3)c3ccccc3n2)cc(OC)c1OC	16	-1	5	24*	9	-29	10	-2	-3	-4	4.1
